ATXN2 expr inh = reduces ATXN2 reporter expression in HEK-293 cells; HEK-293 ATXN2-luciferase reporter, luminescence, 24 h; Potency, µM (series often up to 57 µM), without a hit: at the top dose activity change, negative = inhibition, usual class: inhibitors; 360,000 tested, 0.72% active; note: potency is the fitted concentration of half-maximal effect; % is set by controls: 0 for no effect and ±100 for the full control effect; nearly all actives have a fitted effect of over 55% in size
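ATXN2-luciferase reporter cells (luciferase flanked by upstream and downstream ATXN2 gene portions) were treated 24 h at 37 °C with compounds at up to 57 uM. SteadyGlo luminescence gave expression; GF-AFC fluorescence gave viability.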
IL-1B inflam inh = inflammasome signaling inhibition, IL-1 beta readout. AID 743279. 360,000 tested, 4.7% active. activity change, % at 57.5 µM. THP-1 LPS/ATP IL-1B secretion, AlphaLISA, 16 h; stronger effect = lower value; in the data active = activity change below about -50%; inconclusive = mostly about -30% to -49%; note: % is set by controls: 0 for no effect and ±100 for the full control effect
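THP-1 cells pretreated 1 hr with compounds (up to 57.5 uM final), then stimulated with LPS (250 ng/mL final) plus ATP (1.25 mM final); secreted IL-1B measured by AlphaLISA after 16 hr, decreased signal indicating inhibition.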
MCF10A rereplic = inducers of DNA re-replication in MCF 10A breast cells. MCF 10A DNA re-replication, Hoechst nuclear intensity, 48 h. Potency, µM (series often up to 46.1 µM), for inactives: top-dose activity, positive = re-replication, most hits filed as activators. 350,000 tested, 2.9% active. AID 624296; note: potency is the fitted concentration of half-maximal effect; % of control where 0% means no effect; nearly all actives have a fitted effect of over 50% in size
HT1080NT lethal = kills 2HG-producing HT-1080-NT fibrosarcoma cells; HT-1080-NT fibrosarcoma viability, CellTiter-Glo ATP luminescence, 48 h; Potency, µM (doses to about 46.1 µM), for the others: at the highest dose activity, negative = less viability, usual class: cytotoxic; 360,000 tested, 1.6% active;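 note: NT is the 2HG producing partner of a matched IDH1 knockdown line; potency is the fitted concentration of half-maximal effect; 0% = DMSO-treated cells and -100% = media-only wells without cells; nearly all actives have a fitted effect of over 55% in size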
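Read-out is CellTiter-Glo luminescence after 10 minutes at room temperature, following 48 hours' compound treatment of HT-1080-NT cells (750 cells/well, RPMI, 5% FBS, 37 degrees C).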
HT1080 IDH1KD tx = toxicity to HT-1080 IDH1 knockdown cells (counter line); HT-1080 IDH1 knockdown viability, ATP luminescence, 48 h; 360,000 tested, 2% active; Potency, µM (highest dose often 46.1 µM), without a hit: top-dose activity, negative = toxicity, usual class: cytotoxic; AID 686971;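 note: potency is the fitted concentration of half-maximal effect; 0% = DMSO wells and -100% = cell-free medium wells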
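Assay cells: HT-1080 with IDH1 knockdown, 750 per well, RPMI/5% FBS. Exposure: 48 h at 37 °C following 2 h pre-incubation. Read: CellTiter-Glo luminescence; fitted concentration-response, curve class assigned.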
KB-3-1 cytotox = kills parental KB-3-1 adenocarcinoma cells | KB-3-1 viability, CellTiter-Glo ATP luminescence, 72 h | Potency, µM (doses to about 46.1 µM), for inactives: at the highest dose activity change, negative = cytotoxic, actives largely listed as cytotoxic | 400,000 tested, 1.4% active; note: potency is the fitted concentration of half-maximal effect; % is set by controls: 0 for no effect and ±100 for the full control effect; nearly all actives have a fitted effect of over 60% in size
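Cytotoxicity measured as CellTiter-Glo luminescence after 72 h at 37 C. Compound titrations were pinned onto drug-naive KB-3-1 parental adenocarcinoma cells grown in DMEM with 10% FBS, and normalized data fitted to concentration-response curves.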
ATXN viability = reduces viability in counter-screen for ATXN expression inhibitors | S2 cells (HEK-293 line with an ATXN2-luciferase reporter) viability, CellTiter-Fluor protease fluorescence, 24 h | Potency, µM (series often up to 56.7 µM), actives largely listed as cytotoxic | 400,000 tested, 0.49% active; note: potency is the fitted concentration of half-maximal effect; nearly all actives have a fitted effect of over 40% in size
SW480 rereplic = inducers of DNA re-replication in SW480 colon cancer cells | 340,000 tested, 1.8% active | Potency, µM (highest dose often 46.1 µM), without a hit: at the highest dose re-replication activation, usual class: activators | SW480 DNA re-replication, Hoechst DNA content imaging, 48 h; note: potency is the fitted concentration of half-maximal effect; % of control where 0% means no effect; nearly all actives have a fitted effect of over 55% in size
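250 cells/well; 23 nL cpd via pin tool; 48 hr, 37 C, 5% CO2; Hoechst 40 min; imager read of total nuclear intensity, ex 405/em 500-530 nm.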
KB-V1 cytotox = kills drug-selected multidrug resistant KB-V1 cells. KB-V1 MDR cells viability, CellTiter-Glo, 72 h. 400,000 tested, 3.4% active. Potency, µM (titrated, usually from 46.1 µM), without a hit: top-dose activity change, negative = cytotoxicity, hits mostly cytotoxic; note: potency is the fitted concentration of half-maximal effect; % is set by controls: 0 for no effect and ±100 for the full control effect; nearly all actives have a fitted effect of over 60% in size
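Following 72 h at 37 degrees C with compound, KB-V1 cell viability was read by CellTiter-Glo luminescence, medium being phenol-red-free DMEM plus 10% FBS; concentration-response parameters came from normalized, curve-fitted qHTS data.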
* = called active by the depositor; [ ] = another dose, or the depositor's remark. Unless noted, calls come from the whole dose curve; as a rule, active = well fitted curve in the direction sought with a large enough effect; inconclusive = small, poorly fitted or top-dose-only effect, or another doubt; inactive = no such curve, though single readings can be large; an effect the other way counts as inactive or inconclusive.

Start of the listing, in advance:
`Cc1cc(Br)ccc1OCC(=O)N1CCCCCC1` gave ATXN2 expr inh 5.2%, IL-1B inflam inh 0.0, MCF10A rereplic 4.3%, HT1080NT lethal -3.7%, HT1080 IDH1KD tx -7.4%, KB-3-1 cytotox -0.7%, ATXN viability inactive, SW480 rereplic -1.6% and KB-V1 cytotox inconclusive.
O=C(O)C1CCN(S(=O)(=O)c2cccc3cccnc23)CC1 was read as ATXN2 expr inh 1.0%, IL-1B inflam inh 10.6, MCF10A rereplic -4.6%, HT1080NT lethal 18.3%, HT1080 IDH1KD tx 19.1%, KB-3-1 cytotox -2.6%, ATXN viability inactive, SW480 rereplic 12.8% and KB-V1 cytotox -7.1%.
N=c1c2c(n(Cc3ccc(F)cc3)c3c1CCC3)CCC2 was read as ATXN2 expr inh -36.3%, IL-1B inflam inh inconclusive, MCF10A rereplic -3.0%, HT1080NT lethal 7.08µM*, HT1080 IDH1KD tx 10µM*, KB-3-1 cytotox -0.1%, ATXN viability inactive, SW480 rereplic -3.9% and KB-V1 cytotox 25.4%.
`O=C(c1cccc(F)c1)N1CCN(Cc2ccco2)CC1` gave ATXN2 expr inh -3.8%, IL-1B inflam inh -2.6, MCF10A rereplic -0.4%, HT1080NT lethal 18.6%, HT1080 IDH1KD tx 4.1%[9.24 µM], KB-3-1 cytotox 13.4%, ATXN viability inactive, SW480 rereplic -4.0% and KB-V1 cytotox 0.4%.

The listing, from the first entry:
`Cc1cc(Br)ccc1OCC(=O)N1CCCCCC1` gave ATXN2 expr inh 5.2%, IL-1B inflam inh 0.0, MCF10A rereplic 4.3%, HT1080NT lethal -3.7%, HT1080 IDH1KD tx -7.4%, KB-3-1 cytotox -0.7%, ATXN viability inactive, SW480 rereplic -1.6% and KB-V1 cytotox inconclusive.
O=C(O)C1CCN(S(=O)(=O)c2cccc3cccnc23)CC1 was read as ATXN2 expr inh 1.0%, IL-1B inflam inh 10.6, MCF10A rereplic -4.6%, HT1080NT lethal 18.3%, HT1080 IDH1KD tx 19.1%, KB-3-1 cytotox -2.6%, ATXN viability inactive, SW480 rereplic 12.8% and KB-V1 cytotox -7.1%.
N=c1c2c(n(Cc3ccc(F)cc3)c3c1CCC3)CCC2 was read as ATXN2 expr inh -36.3%, IL-1B inflam inh inconclusive, MCF10A rereplic -3.0%, HT1080NT lethal 7.08µM*, HT1080 IDH1KD tx 10µM*, KB-3-1 cytotox -0.1%, ATXN viability inactive, SW480 rereplic -3.9% and KB-V1 cytotox 25.4%.
`O=C(c1cccc(F)c1)N1CCN(Cc2ccco2)CC1` gave ATXN2 expr inh -3.8%, IL-1B inflam inh -2.6, MCF10A rereplic -0.4%, HT1080NT lethal 18.6%, HT1080 IDH1KD tx 4.1%[9.24 µM], KB-3-1 cytotox 13.4%, ATXN viability inactive, SW480 rereplic -4.0% and KB-V1 cytotox 0.4%.
For O=C1CC(c2ccc(F)cc2)CC2=C1C=Nc1ccccc1N2 (configuration not stated) the results were ATXN2 expr inh -17.8%, IL-1B inflam inh -93.1*, MCF10A rereplic inconclusive, HT1080NT lethal inconclusive, HT1080 IDH1KD tx inconclusive, KB-3-1 cytotox inconclusive, ATXN viability inactive, SW480 rereplic 2.2% and KB-V1 cytotox inconclusive.
`CC(=O)/C(=N/Nc1ccccc1[N+](=O)[O-])N1CCCc2ccccc21` gave ATXN2 expr inh -14.6%, MCF10A rereplic -8.6%, HT1080NT lethal -3.8%, HT1080 IDH1KD tx -29.4%, KB-3-1 cytotox -2.1%, ATXN viability inactive, SW480 rereplic 2.8% and KB-V1 cytotox -22.0%.
`CCOc1ccc(NC(=S)NN2C(C)CCCC2C)cc1` (configuration not stated) gave ATXN2 expr inh -3.4%, IL-1B inflam inh 9.5, MCF10A rereplic 10.8%, HT1080NT lethal 6.8%, HT1080 IDH1KD tx 3.8%, KB-3-1 cytotox 9.6%, ATXN viability inactive, SW480 rereplic -1.2% and KB-V1 cytotox inconclusive.
Screening CC(C)(C)NC(=O)NC(=O)CN1CCCCC1 returned ATXN2 expr inh 3.4%, IL-1B inflam inh 0.0, MCF10A rereplic inconclusive, HT1080NT lethal 14.8%, HT1080 IDH1KD tx 25.2%, KB-3-1 cytotox -5.5%, ATXN viability inactive, SW480 rereplic 2.6% and KB-V1 cytotox -0.9%.
Screening CC(=O)NC1=NN(C(C)=O)C(C)(c2ccc(Cl)s2)S1 (configuration not stated) returned ATXN2 expr inh -20.9%, IL-1B inflam inh -7.3, MCF10A rereplic 8.2µM*, HT1080NT lethal inconclusive, HT1080 IDH1KD tx 2.31µM*, KB-3-1 cytotox inconclusive, ATXN viability inactive, SW480 rereplic 20.4% and KB-V1 cytotox 5.8µM*.
`Cc1cc(C(=O)Cn2cncn2)c(C)n1CCc1ccc(F)cc1` gave ATXN2 expr inh -17.0%, IL-1B inflam inh -5.7, MCF10A rereplic 15.8%, HT1080NT lethal -6.3%, HT1080 IDH1KD tx -12.9%, KB-3-1 cytotox -17.8%, ATXN viability inactive, SW480 rereplic 3.6% and KB-V1 cytotox inconclusive.
`O=c1c2ccccc2nc(-c2ccc(Cl)cc2)n1CCCOc1ccccc1F` gave ATXN2 expr inh 6.7%, KB-3-1 cytotox -7.2%, ATXN viability inactive and KB-V1 cytotox -22.9%.
For Cc1cc(OCc2nnc(SCC(=O)O)n2-c2ccccc2)ccc1Cl the results were ATXN2 expr inh 1.4%, IL-1B inflam inh -21.8, MCF10A rereplic -22.7%, HT1080NT lethal 1.6%, HT1080 IDH1KD tx 7.7%, KB-3-1 cytotox -6.1%, ATXN viability inactive, SW480 rereplic 1.5% and KB-V1 cytotox inconclusive.
Screening CCOc1ccc(N(CC(=O)NC2CCCC2)C(=O)c2ccc(C)s2)cc1 returned ATXN2 expr inh -12.2%, IL-1B inflam inh inconclusive, MCF10A rereplic 12.8%, HT1080NT lethal -25.0%, HT1080 IDH1KD tx -20.1%, KB-3-1 cytotox -13.3%, ATXN viability inactive, SW480 rereplic -9.4% and KB-V1 cytotox inconclusive.
Screening CCCCNC(=O)CSc1nc2ccsc2c(=O)n1C1CCN(C(=O)OCC)CC1 returned ATXN2 expr inh -6.4%, IL-1B inflam inh -14.8, MCF10A rereplic 14.5%, HT1080NT lethal -16.0%, HT1080 IDH1KD tx -23.0%, KB-3-1 cytotox 0.0%, ATXN viability inactive, SW480 rereplic 4.8% and KB-V1 cytotox -16.0%.
For C[C@@H]1CCCCO[C@H](CN(C)S(=O)(=O)c2cn(C)cn2)[C@H](C)CN([C@@H](C)CO)C(=O)c2cc(NC(=O)c3ccccc3)ccc2O1 the results were ATXN2 expr inh 10.4%, IL-1B inflam inh 8.9, HT1080NT lethal 9.6%, HT1080 IDH1KD tx 2.7%, KB-3-1 cytotox inconclusive, ATXN viability inactive and KB-V1 cytotox inconclusive.
`O=C(c1cccc(S(=O)(=O)NCc2ccccc2)c1)N1CCN(c2ccccc2)CC1` gave ATXN2 expr inh -20.5%, IL-1B inflam inh 27.5, MCF10A rereplic 6.51µM*, HT1080NT lethal inconclusive, HT1080 IDH1KD tx inconclusive, KB-3-1 cytotox inconclusive, ATXN viability inactive, SW480 rereplic inconclusive and KB-V1 cytotox -1.8%.

Source: PubChem (National Center for Advancing Translational Sciences (NCATS))
